Screens (PubChem)
Tb PYK inh – inhibitors of Trypanosoma brucei pyruvate kinase; Q57TT1; TbPYK enzyme, Kinase-Glo Plus ATP luminescence, 45 min; Potency, µM (series often up to 76.8 µM), for the others: at the highest dose activity, negative = inhibition, usual class: inhibitors; 0.12% of 410,000 active; also: potency is read from the fitted curve at half-maximal effect; nearly all actives have a fitted effect of over 50% in size
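Activity of T. brucei pyruvate kinase was followed by Kinase-Glo Plus luminescence after the enzyme reacted 45 min at room temperature with 130 uM ADP (final) and substrate. Test compounds were added before ADP at multiple concentrations.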
HCV inhibitor – inhibitors of hepatitis C virus infection | 3.4% of 340,000 active | Potency, µM (top dose mostly 41.8 µM), for inactives: at the top dose activity change, negative = inhibition, most hits filed as inhibitors | Huh7.5.1 HCVcc-Cre infection, luciferase reporter, 44 h; also: potency is read from the fitted curve at half-maximal effect
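After 44 h co-culture of compound, cells and HCVcc-Cre (~0.5 moi), substrate is added for 15 min at room temperature and luciferase measured over 15 sec. Cells were seeded at 1,000/well and pre-cultured 4 h.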
AmpC inh detg – AmpC beta-lactamase inhibition with detergent present; P00811; AmpC hydrolysis of nitrocefin, absorbance 480 nm, 0.01% Triton; Potency, µM (doses to about 114 µM), for inactives: at the highest dose activity change, negative = inhibition, actives largely listed as inhibitors; 0.041% of 370,000 active; AID 485294;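 also: potency is read from the fitted curve at half-maximal effect; 0% = no-compound wells and -100% = no-enzyme wells; nearly all actives have a fitted effect of over 25% in size; some results filed as inactive show a strong effect at the top dose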
Target sequence (P00811 whole entry, looked up): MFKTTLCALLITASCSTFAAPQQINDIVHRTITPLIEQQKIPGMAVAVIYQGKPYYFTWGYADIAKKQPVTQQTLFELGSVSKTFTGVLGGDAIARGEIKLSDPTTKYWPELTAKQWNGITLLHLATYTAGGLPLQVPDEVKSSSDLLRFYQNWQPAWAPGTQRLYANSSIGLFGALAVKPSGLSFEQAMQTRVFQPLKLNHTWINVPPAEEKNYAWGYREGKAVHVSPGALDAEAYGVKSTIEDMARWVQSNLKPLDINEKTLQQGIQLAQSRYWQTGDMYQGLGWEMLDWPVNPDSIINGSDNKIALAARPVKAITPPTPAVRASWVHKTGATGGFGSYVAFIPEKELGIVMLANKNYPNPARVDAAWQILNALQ
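AmpC (5.3 nM in the dispensed reagent) in 20 mM phosphate pH 7.0 with 0.01% (detergent screen) or 0.0001% Triton X-100 was preincubated with compounds for 15 min at room temperature. Nitrocefin was then added from an 800 uM solution, and hydrolysis was followed at 480 nm.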
HCMV antiviral – inhibitors of human cytomegalovirus | HFF cells, HCMV-luciferase reporter, 72 h; stronger effect = lower value | activity change, negative = inhibition, % at 57.5 µM | 4.5% of 410,000 active | AID 1259415; in the data active = activity change below about -60%; inconclusive = no clear call, values can overlap the other calls; inactive = above about -39%
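Cell-based, HFFs, 1000 cells/well, 16 h 37C; cpds in DMSO + HCMV-luc, MOI 1 PFU/cell; 72 h 37C; OneGlo luminescence after 5 min RT; norm. to buffer vs Salinomycin 10uM.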
AmpC inh no detg – inhibitors of E. coli AmpC beta-lactamase without detergent. AmpC nitrocefin hydrolysis, absorbance 480 nm, 0.0001% Triton. 0.52% of 330,000 active. P00811. Potency, µM (series often up to 57.1 µM), for the others: top-dose activity change, negative = inhibition, usual class: inhibitors;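 also: potency is read from the fitted curve at half-maximal effect; plate controls were no compound for no effect and no enzyme for full effect; nearly all actives have a fitted effect of over 20% in size; some results filed as inactive show a strong effect at the top dose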
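AmpC (5.3 nM in the dispensed reagent) in 20 mM phosphate pH 7.0 with 0.01% (detergent screen) or 0.0001% Triton X-100 was preincubated with compounds for 15 min at room temperature. Nitrocefin was then added from an 800 uM solution, and hydrolysis was followed at 480 nm.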
LmPK inhibitor – blocks Leishmania mexicana pyruvate kinase activity; Q27686; purified LmPK, Kinase-Glo ATP luminescence, 1 h; Potency, µM (titrated, usually from 57.5 µM), without a hit: top-dose activity change, negative = inhibition, usual class: inhibitors; 0.37% of 290,000 active; also: potency is read from the fitted curve at half-maximal effect
Target sequence (Q27686 whole entry, looked up): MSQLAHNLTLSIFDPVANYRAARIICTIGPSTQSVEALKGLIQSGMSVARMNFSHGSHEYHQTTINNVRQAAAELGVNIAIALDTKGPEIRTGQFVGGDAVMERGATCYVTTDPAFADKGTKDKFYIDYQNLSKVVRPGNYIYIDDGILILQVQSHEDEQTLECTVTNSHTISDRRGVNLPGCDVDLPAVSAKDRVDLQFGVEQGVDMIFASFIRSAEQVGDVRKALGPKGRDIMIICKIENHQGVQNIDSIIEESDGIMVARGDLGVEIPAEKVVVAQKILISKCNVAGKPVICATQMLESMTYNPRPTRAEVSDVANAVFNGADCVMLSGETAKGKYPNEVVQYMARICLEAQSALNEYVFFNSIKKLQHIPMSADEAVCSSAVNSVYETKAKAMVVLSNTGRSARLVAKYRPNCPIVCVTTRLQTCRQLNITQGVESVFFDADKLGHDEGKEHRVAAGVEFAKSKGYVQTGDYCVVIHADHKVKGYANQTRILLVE
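ATP generated from ADP (0.1 mM) and PEP (0.5 mM) by 0.1 nM LmPK over 1 h at room temperature (pH 7.2 imidazole buffer) was detected by coupled luciferase luminescence. Values were normalized to uninhibited and no-enzyme wells.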
AMA1 RON2 block – AMA1-RON2 (P. falciparum) interaction inhibition | AlphaScreen AMA1-biotinylated RON2 peptide binding | Potency, µM (titrated, usually from 58.2 µM), inactives show top-dose activity change, negative = inhibition, actives largely listed as inhibitors | AID 720542 | 0.2% of 360,000 active;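 also: potency is read from the fitted curve at half-maximal effect; 0% = vehicle wells and -100% = peptide control; nearly all actives have a fitted effect of over 45% in size; some results filed as inactive show a strong effect at the top dose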
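AMA1 (3D7) with his tag at 25 nM final met compounds first, then biotinylated RON2 peptide at 25 nM; detection used donor plus acceptor beads, 10 µg/mL apiece, read by AlphaScreen after 30 min at room temperature.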
Active calls of the source: *; & = joins results of further samples; [ ] = remark or other dose. Unless noted, calls follow the shape of the dose curve; as a rule, active = well fitted curve in the direction sought with a large enough effect; inconclusive = small, poorly fitted or top-dose-only effect, or another doubt; inactive = no such curve, though single readings can be large; an effect the other way counts as inactive or inconclusive. Unless noted, % is scaled to controls: 0 for no effect and ±100 for the full control effect. This is a random part of the collection; any-hit rate near 7.5%.

The first 2 records (preview)
For CCCCOC(=O)c1ccc(NC(=O)C(CCS(C)(=O)=O)NC(C)=O)cc1 (stereo not drawn) the results were Tb PYK inh 0%, HCV inhibitor 0%, AmpC inh detg 2%, HCMV antiviral 31, AmpC inh no detg 60%[activator], LmPK inhibitor 0% and AMA1 RON2 block 13%.
For C=Cc1ccc(C(=O)N2CCCC(CCC(=O)N3CCN(c4ccccn4)CC3)C2)cc1 (stereo not drawn) the results were Tb PYK inh 1%, HCV inhibitor 4%, AmpC inh detg 0%, HCMV antiviral -65*, AmpC inh no detg 26%, LmPK inhibitor -6% and AMA1 RON2 block -7%.

Results, repeating the preview:
For CCCCOC(=O)c1ccc(NC(=O)C(CCS(C)(=O)=O)NC(C)=O)cc1 (stereo not drawn) the results were Tb PYK inh 0%, HCV inhibitor 0%, AmpC inh detg 2%, HCMV antiviral 31, AmpC inh no detg 60%[activator], LmPK inhibitor 0% and AMA1 RON2 block 13%.
For C=Cc1ccc(C(=O)N2CCCC(CCC(=O)N3CCN(c4ccccn4)CC3)C2)cc1 (stereo not drawn) the results were Tb PYK inh 1%, HCV inhibitor 4%, AmpC inh detg 0%, HCMV antiviral -65*, AmpC inh no detg 26%, LmPK inhibitor -6% and AMA1 RON2 block -7%.
`CCN(CC)S(=O)(=O)c1cccc(-c2nnc(C(=O)c3ccc(C(F)(F)F)cc3)o2)c1` gave Tb PYK inh -2%, HCV inhibitor -16%, AmpC inh detg inconclusive, HCMV antiviral 4, AmpC inh no detg -25%, LmPK inhibitor 0% and AMA1 RON2 block 9%.
Screening COc1ccc(S(=O)(=O)NCCc2sc3nc(-c4ccc(C)cc4)nn3c2C)cc1C returned Tb PYK inh -7%, AmpC inh detg 2% and HCMV antiviral -94*.
For Cc1ccc(CCNC(=O)c2nnc(Cc3cccc(F)c3)o2)cc1 the results were Tb PYK inh -18%, AmpC inh detg 22% and HCMV antiviral -16.
Screening CCOC(=O)c1c(NC(=O)Cn2cnc([N+](=O)[O-])n2)sc2c1CCC(C)C2 (stereo not drawn) returned Tb PYK inh -3%, HCV inhibitor -14%, AmpC inh detg -7%, HCMV antiviral 13, AmpC inh no detg -4%, LmPK inhibitor 0% and AMA1 RON2 block -17%.
Screening CCOC(=O)Cn1c(CN2CCN(C(c3ccccc3)c3ccccc3)CC2)nc2c1c(=O)n(C)c(=O)n2C returned Tb PYK inh -9%, HCV inhibitor inconclusive, AmpC inh detg inconclusive, HCMV antiviral 0, AmpC inh no detg inconclusive, LmPK inhibitor 4% and AMA1 RON2 block -9%.
Screening CCOC(=O)c1c(C)oc2c1c(C(c1cccnc1)N1CCOCC1)c(O)c1ccccc12 (stereo not drawn) returned Tb PYK inh 2%, HCV inhibitor inconclusive, AmpC inh detg -2%, HCMV antiviral 221, AmpC inh no detg 98%[activator], LmPK inhibitor 3% and AMA1 RON2 block -16%.
Screening CC1(C)CC(=O)C=C(c2cccc(OC(=O)c3ccc(-c4ccccc4)cc3)c2)C1=O returned Tb PYK inh -2%, HCMV antiviral -9 and AMA1 RON2 block inconclusive.
For O=C(CSc1c2c(nc3ccc(Cl)cc13)CCCC2)NCc1ccccc1Cl the results were Tb PYK inh 4%, AmpC inh detg -2% and HCMV antiviral -24.
O=C(Nc1ccc(Oc2ccccc2)cc1)c1ccc2sc([C@H]3C[C@H](O)[C@@H](CO)O3)nc2c1 was read as Tb PYK inh -2%, HCMV antiviral -100* and AMA1 RON2 block 19%.
For COC(=O)CCN(C(=O)c1ccc(C)c([N+](=O)[O-])c1)c1ccccn1 the results were Tb PYK inh 1%, HCV inhibitor 4%, AmpC inh detg 10%, HCMV antiviral -7, AmpC inh no detg -17%, LmPK inhibitor 1% and AMA1 RON2 block -2%.
For COc1ccc(CCNc2oc(-c3ccc(OC)c(OC)c3)nc2C#N)cc1 the results were Tb PYK inh -3%, HCV inhibitor inconclusive, AmpC inh detg inconclusive, HCMV antiviral 4, AmpC inh no detg 84%[activator], LmPK inhibitor 1% and AMA1 RON2 block inconclusive.
CN1CCN(S(=O)(=O)c2cccc(C(=O)Nc3cc(C(F)(F)F)ccc3N3CCCC3)c2)CC1 was read as Tb PYK inh -9%, HCV inhibitor 27%, AmpC inh detg -19%, HCMV antiviral -34, AmpC inh no detg 100%[activator] and AMA1 RON2 block 16%.
CCOC(=O)Cn1nc(C)c(NC(=O)COc2ccc([N+](=O)[O-])cc2)c1C was read as Tb PYK inh -4%, HCV inhibitor 8%, AmpC inh detg 5%, HCMV antiviral 3, AmpC inh no detg -24%, LmPK inhibitor -2% and AMA1 RON2 block -3%.
COc1ccc(S(=O)(=O)NCCCCCC(=O)O)cc1C(=O)O was read as Tb PYK inh -4%, HCV inhibitor -7%, AmpC inh detg 6%, HCMV antiviral -37, AmpC inh no detg -29%, LmPK inhibitor -2% and AMA1 RON2 block 0%.
COc1ccc(CCNC(=O)c2c(N)n(CCN3CCOCC3)c3nc4ccccc4nc23)cc1OC was read as Tb PYK inh 1%, HCV inhibitor inconclusive, AmpC inh detg -1%, HCMV antiviral 39, AmpC inh no detg 181%[activator], LmPK inhibitor 5% and AMA1 RON2 block 19%.
`COc1cccc(NC(=O)CN(C)C(=O)c2ccc(S(=O)(=O)Nc3ccccc3C)cc2)c1` gave Tb PYK inh 0%, HCV inhibitor -21%, AmpC inh detg -2%, HCMV antiviral 5, AmpC inh no detg -20% and AMA1 RON2 block -3%.
Screening CC(Sc1nnc(-c2ccco2)n1-c1ccccc1)C(=O)NCC1CCCO1 (stereo not drawn) returned Tb PYK inh 0%, HCV inhibitor 2%, AmpC inh detg -10%, HCMV antiviral -31, AmpC inh no detg 3% and AMA1 RON2 block -8%[11.6 µM].
For CCOC(=O)c1c(-c2ccc(OC)cc2)oc2ccc(OCC(N)=O)cc12 the results were Tb PYK inh 1%, HCV inhibitor 2.2µM*, AmpC inh detg 0%, HCMV antiviral -10, AmpC inh no detg -1%, LmPK inhibitor 0% and AMA1 RON2 block -4%.
For O=C(Cc1ccc(S(=O)(=O)N2CCOCC2)s1)N1CCN(S(=O)(=O)c2cccc(F)c2)CC1 the results were Tb PYK inh -3%, HCV inhibitor -8%, HCMV antiviral -23 and AMA1 RON2 block -5%.
For Cc1cc(=O)[nH]c(SCc2ccccc2)n1 the results were Tb PYK inh -3%, HCV inhibitor 8%, AmpC inh detg -10%, HCMV antiviral 19, AmpC inh no detg -25%, LmPK inhibitor -3% and AMA1 RON2 block 3%.
O=c1c2sc3ccccc3c2n(Cc2ccc(F)cc2)c(=O)n1Cc1ccccc1 was read as Tb PYK inh 6%, AmpC inh detg -1% and HCMV antiviral 12.
`C#CCn1cnc2c(cnn2-c2ccc(C)c(C)c2)c1=O` gave Tb PYK inh -2%, HCV inhibitor 11%, AmpC inh detg -9%, HCMV antiviral 56, AmpC inh no detg 0%, LmPK inhibitor 0% and AMA1 RON2 block -2%.
COc1cc(NC(=S)NCCN2CCOCC2)cc(OC)c1 was read as Tb PYK inh 6%, HCV inhibitor 6%, AmpC inh detg 7%, HCMV antiviral -28, AmpC inh no detg -25%, LmPK inhibitor -3% and AMA1 RON2 block -1%.
Cc1cc(N2CCN(c3ccc(F)cc3)CC2)n2nc(-c3ccc(Cl)cc3)nc2n1 was read as Tb PYK inh -1%, AmpC inh detg 14% and HCMV antiviral 11.
`Cc1ccc2occ(/C=N/NC(N)=S)c(=O)c2c1` gave Tb PYK inh -4%, HCV inhibitor 33%[activator], AmpC inh detg -12%, HCMV antiviral 38, AmpC inh no detg -13%, LmPK inhibitor 2% and AMA1 RON2 block 93%[activator].
`O=C(Nc1ccccc1)N1CCn2c(nc3ccccc32)C1` gave Tb PYK inh -6%, HCV inhibitor -11%, AmpC inh detg -1%, HCMV antiviral -22, AmpC inh no detg -21%, LmPK inhibitor -4% and AMA1 RON2 block 6%.
CCOCCOC(=O)C1=C(C)N(C)C(=O)NC1c1cc(Cl)c(O)c(OCC)c1 (stereo not drawn) was read as Tb PYK inh -5%, HCV inhibitor -8%, AmpC inh detg -11%, HCMV antiviral -4, AmpC inh no detg 2%, LmPK inhibitor 1% and AMA1 RON2 block 35%[activator].
CN1CCCCC1=NCCCn1cnc2c1c(=O)n(C)c(=O)n2C was read as Tb PYK inh -2%, HCV inhibitor 12%, AmpC inh detg -3%, HCMV antiviral 19, AmpC inh no detg -2%, LmPK inhibitor -7% and AMA1 RON2 block 17%.
Screening Cn1nnnc1SCCNCc1ccc(OCc2ccccc2)cc1 returned Tb PYK inh 1%, AmpC inh detg -5% and HCMV antiviral -1.
Screening Cn1nnnc1SCC(=O)Nc1ccc(Oc2ccccc2)cc1 returned Tb PYK inh -1%, HCV inhibitor inconclusive, AmpC inh detg -10%, HCMV antiviral -7, AmpC inh no detg -23%, LmPK inhibitor -3% and AMA1 RON2 block 48%[activator].
Nc1nc(-c2ccc3c(c2)OCCO3)cs1 was read as Tb PYK inh -6%, HCV inhibitor inconclusive, AmpC inh detg inconclusive, HCMV antiviral 78, AmpC inh no detg -35%, LmPK inhibitor -7% and AMA1 RON2 block -4%.
Screening CC(=O)OCC1=C(C(=O)OC(C)(C)C)N2C(=O)[C@@H](NC(=O)Cc3ccccc3)[C@H]2SC1 returned Tb PYK inh inconclusive, HCV inhibitor 7%, HCMV antiviral 32 and AMA1 RON2 block 0%.
`COc1ccc(S(=O)(=O)Nc2ccc3cn[nH]c3c2)cc1[N+](=O)[O-]` gave Tb PYK inh 0%, HCV inhibitor -4%, AmpC inh detg -6%, HCMV antiviral 0, AmpC inh no detg -18% and AMA1 RON2 block 0%.
CC(=O)N1c2ccc(S(=O)(=O)NCC3CCC(C(=O)NCc4ccc(C)cc4)CC3)cc2CC1C (stereo not drawn) was read as Tb PYK inh 5%, HCV inhibitor inconclusive, AmpC inh detg 2%, HCMV antiviral 0, AmpC inh no detg 104%[activator], LmPK inhibitor -1% and AMA1 RON2 block 19%.
Cc1cccc(NC(=O)c2cc3c(n(-c4ccccc4)c2=O)CCCC3=O)n1 was read as Tb PYK inh -3%, HCV inhibitor 1%&3%, AmpC inh detg -10%, HCMV antiviral 49, AmpC inh no detg -21%, LmPK inhibitor -2% and AMA1 RON2 block 14%.
`Cn1c(=O)c2c(nc(CN3CCN(c4ccccc4)CC3)n2CCN2CCOCC2)n(C)c1=O` gave Tb PYK inh 1%, HCV inhibitor 4%, AmpC inh detg -10%, HCMV antiviral 90, AmpC inh no detg 99%[activator], LmPK inhibitor 4% and AMA1 RON2 block 8%.
